From PubChem
MEX-5 binding = C. elegans MEX-5 TCR-2 RNA binding activity. 300,000 compounds, 0.38% hits. activity score (negative = inhibition of binding), % at 10 µM. AID 1832. MEX-5/FITC-TCR2 RNA binding, fluorescence polarization; active compounds read low. Q9XUB2;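 active = inhibition past about -25% in most replicates, and total fluorescence under double the plate's negative control median, limit read from the data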;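 note: 0% = DMSO and -100% = 5 µM competing unlabeled TCR2 RNA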
BCLXL inh = blocks human Bcl-xL binding to Bim BH3 peptide. Q07817. GST-Bcl-xL / FITC-Bim BH3 peptide fluorescence polarization. inhibition, % at 10.9 µM. 320,000 compounds, 0.7% hits;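 active = inhibition above the mean of all tested compounds plus 3 SD, cutoff set per campaign, cut at about 30% in these data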;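 note: 0% = DMSO wells and 100% = unlabeled Bim-BH3 peptide competitor; inhibitors lower millipolarization by displacing the labeled peptide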
Efflux pump inh = blocks antifungal efflux pumps in multiplex yeast assay; S. cerevisiae Candida pump triplex, Nile Red efflux; inhibition, % at 10 µM; 330,000 compounds, 0.44% hits; AID 485275;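 active = plate passing quality check with inhibition over a set limit, or well fluorescence over plate mean plus 4 SD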;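 note: Nile Red retained in pooled yeast measured as flow cytometry median fluorescence; 0% = buffer negative control and 100% = Enniatin B positive control; higher means more Nile Red kept so more efflux inhibition; some compounds called inactive have numbers as strong as hits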
GLD-1 RNA inh = GLD-1-TGE RNA interaction inhibition (C. elegans) | Q17339 | purified GLD-1 + fluorescein TGE RNA, fluorescence polarization | inhibition, % at 5.96 µM | 320,000 compounds, 0.44% hits | AID 2280;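 active = percent inhibition above a per-plate cutoff, the plate mean of test compounds plus 3 SD, cut at about 30% in these data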;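 note: 0% = DMSO wells with GLD-1 and probe and 100% = wells lacking GLD-1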
MCL1 BIM primary = inhibitors of human MCL1 binding to BIM-BH3 peptide. Q07820. GST-MCL1 / FITC-Bim-BH3 fluorescence polarization. inhibition, % at 10.9 µM. 320,000 compounds, 0.68% hits;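 active = inhibition above the mean inhibition of all tested compounds plus 3 SD, set per campaign, cut at about 40% in these data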;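 note: 0% = DMSO wells and 100% = unlabeled Bim-BH3 peptide control; higher means more loss of mP so more displacement of Bim peptide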
Fam108B counter = blocks mouse Fam108B hydrolase in RBBP9 counter-screen. 300,000 compounds, 0.33% hits. inhibition, % at 9.51 µM. recombinant Fam108B, FP-Rh probe fluorescence polarization. AID 1947;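 active = inhibition above the screen mean inhibition plus 3 SD, computed separately per campaign, cut at about 18% in these data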;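 note: inhibitors lower polarization as less probe binds the enzyme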
PME-1 inh = blocks human protein phosphatase methylesterase 1 | Q9Y570 | inhibition, % at 5.9 µM | 320,000 compounds, 0.53% hits | recombinant PME-1, FP-Rh probe fluorescence polarization;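 active = inhibition above the campaign mean of all compounds plus 3 SD, cut at about 26% in these data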;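 note: competitive labeling of PME-1 active site by serine hydrolase directed probe; 0% = PME-1 with DMSO and 100% = wells lacking PME-1 enzyme; inhibitors block probe labeling so polarization falls and inhibition rises; many of its hits are not listed in these tables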
Target sequence (Q9Y570 whole entry, looked up): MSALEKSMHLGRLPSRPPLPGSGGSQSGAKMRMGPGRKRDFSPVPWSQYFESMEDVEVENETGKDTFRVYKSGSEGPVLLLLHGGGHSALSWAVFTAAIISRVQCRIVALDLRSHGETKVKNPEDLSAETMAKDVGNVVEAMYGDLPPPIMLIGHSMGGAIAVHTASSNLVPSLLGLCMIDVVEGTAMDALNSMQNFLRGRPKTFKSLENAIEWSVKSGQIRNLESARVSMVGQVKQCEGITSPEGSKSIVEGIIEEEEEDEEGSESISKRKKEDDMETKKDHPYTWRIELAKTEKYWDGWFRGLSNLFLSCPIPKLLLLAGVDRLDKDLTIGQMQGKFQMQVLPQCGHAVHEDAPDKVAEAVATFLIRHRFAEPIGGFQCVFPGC
VLA-4 inh = inhibition in a human VLA-4 binding assay. 330,000 compounds, 0.2% hits. P13612. VLA-4 expressing cells, ligand binding flow cytometry. AID 2557. inhibition, % (about 7 µM as worked out from the volumes in the protocol); in the data active = inhibition above about 50%
GRK2 inh = human GRK2 inhibition via aptamer displacement. inhibition of aptamer binding, % at 10 µM. AID 488847. 330,000 compounds, 0.59% hits. P25098. bead flow cytometry, FAM-aptamer displacement from GRK2;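 active = inhibition of aptamer binding above 40%, roughly 3 SD of noise, on plates passing a quality check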;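 note: median bead fluorescence of bound FAM aptamer so fluorescent compounds give negative values; no value below 0 was filed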
Target sequence (P25098 whole entry, looked up): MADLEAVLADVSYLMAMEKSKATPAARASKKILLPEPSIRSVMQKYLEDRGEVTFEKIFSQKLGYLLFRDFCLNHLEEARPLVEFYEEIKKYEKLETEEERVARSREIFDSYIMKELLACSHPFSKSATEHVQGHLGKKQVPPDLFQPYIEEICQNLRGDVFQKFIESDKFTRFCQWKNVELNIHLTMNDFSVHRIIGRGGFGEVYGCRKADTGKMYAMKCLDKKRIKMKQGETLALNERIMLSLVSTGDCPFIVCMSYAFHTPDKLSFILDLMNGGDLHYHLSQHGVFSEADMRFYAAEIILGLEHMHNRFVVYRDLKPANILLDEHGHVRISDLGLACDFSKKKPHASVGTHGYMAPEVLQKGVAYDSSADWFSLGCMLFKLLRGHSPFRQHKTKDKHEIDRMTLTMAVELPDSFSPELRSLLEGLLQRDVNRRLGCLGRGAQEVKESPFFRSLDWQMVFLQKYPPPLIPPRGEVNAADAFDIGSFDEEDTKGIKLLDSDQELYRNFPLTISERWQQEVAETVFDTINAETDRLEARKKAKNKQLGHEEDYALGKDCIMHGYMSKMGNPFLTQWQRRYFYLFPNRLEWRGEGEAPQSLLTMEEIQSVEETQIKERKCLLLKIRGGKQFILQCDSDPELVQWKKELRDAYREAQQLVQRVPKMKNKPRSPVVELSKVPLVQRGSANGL
* = called active by the depositor. This is a subset; the hit share may differ from the screen's.

What do the screens show for `Cc1ccc(C(=O)OCC(=O)N(C)c2c(N)n(Cc3ccccc3)c(=O)[nH]c2=O)s1`?
MEX-5 binding: -0.6; BCLXL inh: 2; Efflux pump inh: 0.0; GLD-1 RNA inh: 1; MCL1 BIM primary: -4; Fam108B counter: 1; PME-1 inh: -5; VLA-4 inh: 0; GRK2 inh: 2

Results for Cc1cc2cc(OCC(=O)O)ccc2n1C ?
MEX-5 binding: -0.6; BCLXL inh: 22; Efflux pump inh: 0.1; GLD-1 RNA inh: 39*; MCL1 BIM primary: 20; Fam108B counter: -3; PME-1 inh: -9; VLA-4 inh: 9; GRK2 inh: 19

What do the screens show for `Nc1c(C(=O)NCCN2CCOCC2)c2nc3ccccc3nc2n1CCc1ccccc1F`?
MEX-5 binding: 3.3; BCLXL inh: 7; Efflux pump inh: 0.1; GLD-1 RNA inh: -4; MCL1 BIM primary: 1; Fam108B counter: 6; PME-1 inh: 12; VLA-4 inh: 10; GRK2 inh: 1

How did COc1ccc(NCC(=O)N2CCCC2)cc1Cl do in these assays?
MEX-5 binding: -0.6; BCLXL inh: 0; Efflux pump inh: -0.2; GLD-1 RNA inh: 7; MCL1 BIM primary: 5; Fam108B counter: 3; PME-1 inh: 4; VLA-4 inh: 5; GRK2 inh: 2

Results for Cc1cccc(NC(=O)C(C)n2cc([N+](=O)[O-])cn2)n1 (stereo unspecified) ?
MEX-5 binding: 0.7; BCLXL inh: 0; Efflux pump inh: -0.3; GLD-1 RNA inh: 3; MCL1 BIM primary: -3; Fam108B counter: 1; PME-1 inh: 2; VLA-4 inh: 4; GRK2 inh: 0

What do the screens show for `CC(=O)c1cccc(OCC(O)CNCCOc2ccc(C)cc2)c1` (stereo unspecified)?
MEX-5 binding: 0.2; BCLXL inh: 1; Efflux pump inh: -0.2; GLD-1 RNA inh: -5; MCL1 BIM primary: -2; Fam108B counter: 3; PME-1 inh: 4; VLA-4 inh: 3; GRK2 inh: 1

Results for CCCCc1ccc(S(=O)(=O)NC2CCS(=O)(=O)C2)cc1 (stereo unspecified) ?
MEX-5 binding: -0.3; BCLXL inh: 3; Efflux pump inh: -0.1; GLD-1 RNA inh: 2; MCL1 BIM primary: 6; Fam108B counter: 1; PME-1 inh: -2; VLA-4 inh: 2; GRK2 inh: 1

Results for Cc1cc(CNC(=O)C2CCC(=O)N(Cc3cccc(C(F)(F)F)c3)C2)no1 (stereo unspecified) ?
MEX-5 binding: 1.1; BCLXL inh: 5; Efflux pump inh: 0.0; GLD-1 RNA inh: -5; MCL1 BIM primary: 5; Fam108B counter: 6; PME-1 inh: 10; VLA-4 inh: 10; GRK2 inh: 2

Results for Cc1ccc(N2CCN(C(=S)Nc3ccccc3)CC2)cc1 ?
MEX-5 binding: -1.1; BCLXL inh: 0; Efflux pump inh: -0.1; GLD-1 RNA inh: 4; MCL1 BIM primary: -5; Fam108B counter: -2; PME-1 inh: -2; VLA-4 inh: 21; GRK2 inh: 4

How did O=C(CSc1nnc(-c2ccccn2)n1Cc1ccccc1)N1CCOCC1 do in these assays?
MEX-5 binding: -1.4; BCLXL inh: 1; Efflux pump inh: 0.1; GLD-1 RNA inh: -1; MCL1 BIM primary: 2; Fam108B counter: -4; PME-1 inh: 4; VLA-4 inh: 42; GRK2 inh: 1

Looked up one by one from above (3):
What do the screens show for `Cc1ccc(C(=O)OCC(=O)N(C)c2c(N)n(Cc3ccccc3)c(=O)[nH]c2=O)s1`?
MEX-5 binding: -0.6; BCLXL inh: 2; Efflux pump inh: 0.0; GLD-1 RNA inh: 1; MCL1 BIM primary: -4; Fam108B counter: 1; PME-1 inh: -5; VLA-4 inh: 0; GRK2 inh: 2

Results for CCCCc1ccc(S(=O)(=O)NC2CCS(=O)(=O)C2)cc1 (stereo unspecified) ?
MEX-5 binding: -0.3; BCLXL inh: 3; Efflux pump inh: -0.1; GLD-1 RNA inh: 2; MCL1 BIM primary: 6; Fam108B counter: 1; PME-1 inh: -2; VLA-4 inh: 2; GRK2 inh: 1

How did O=C(CSc1nnc(-c2ccccn2)n1Cc1ccccc1)N1CCOCC1 do in these assays?
MEX-5 binding: -1.4; BCLXL inh: 1; Efflux pump inh: 0.1; GLD-1 RNA inh: -1; MCL1 BIM primary: 2; Fam108B counter: -4; PME-1 inh: 4; VLA-4 inh: 42; GRK2 inh: 1

(listing goes on)
Results for C(=N\Nc1nc(Nc2ccccc2)nc(N2CCOCC2)n1)/c1c[nH]c2ccccc12 ?
MEX-5 binding: -0.3; BCLXL inh: 6; Efflux pump inh: 0.1; GLD-1 RNA inh: 6; MCL1 BIM primary: 3; Fam108B counter: 15; PME-1 inh: 26; VLA-4 inh: 5; GRK2 inh: 3

Results for CCN(CC)CCC(c1cc(OC)c(OC)c(OC)c1)c1c(OC)cc(OC)c2c(C)cc(=O)oc12 (stereo unspecified) ?
MEX-5 binding: -3.3; BCLXL inh: 6; GLD-1 RNA inh: -1; MCL1 BIM primary: 3; Fam108B counter: 5; PME-1 inh: -3

Results for C=CCn1c(C)cc(-c2csc(NC(=O)CCc3nc4ccccc4c(=O)[nH]3)n2)c1C ?
MEX-5 binding: 1.2; BCLXL inh: -4; Efflux pump inh: -0.1; GLD-1 RNA inh: 5; MCL1 BIM primary: -7; Fam108B counter: 2; PME-1 inh: 2; VLA-4 inh: 1; GRK2 inh: 2

How did O=C(CSc1nccn1-c1ccccc1)NCc1ccc2c(c1)OCO2 do in these assays?
MEX-5 binding: 1.1; BCLXL inh: 5; Efflux pump inh: 0.1; GLD-1 RNA inh: 4; MCL1 BIM primary: -1; Fam108B counter: 2; PME-1 inh: 1; VLA-4 inh: 0; GRK2 inh: 2

What do the screens show for `CCOC(=O)C1CCCN(C(=O)c2cccc(S(=O)(=O)N(C)c3ccc(C)cc3)c2)C1` (stereo unspecified)?
BCLXL inh: -3; Efflux pump inh: 0.3; GLD-1 RNA inh: 8; MCL1 BIM primary: 0; PME-1 inh: 2; VLA-4 inh: 45; GRK2 inh: 0

Results for COC(/C(=N/O)c1ccc(Cl)cc1)c1ccccc1 (stereo unspecified) ?
MEX-5 binding: 1.1; BCLXL inh: -1; Efflux pump inh: -0.3; GLD-1 RNA inh: -1; MCL1 BIM primary: 3; Fam108B counter: 2; PME-1 inh: 0; VLA-4 inh: -4; GRK2 inh: 2

Results for COc1ccc(C(=O)NC(=S)N2CCN(c3ccccc3OC)CC2)cc1 ?
MEX-5 binding: 0.6; BCLXL inh: 3; Efflux pump inh: 0.2; GLD-1 RNA inh: -3; MCL1 BIM primary: -4; Fam108B counter: 0; PME-1 inh: 2; VLA-4 inh: -2; GRK2 inh: 0

Results for O=C(CN(c1cccc(Cl)c1)S(=O)(=O)c1ccccc1)NN=C1CCCC1 ?
MEX-5 binding: -3.0; BCLXL inh: 2; Efflux pump inh: 0.1; GLD-1 RNA inh: 10; MCL1 BIM primary: 8; Fam108B counter: 4; PME-1 inh: 1; VLA-4 inh: 0; GRK2 inh: 7

How did CC(C)NC(=O)C(=O)N/N=C/c1ccco1 do in these assays?
MEX-5 binding: -0.4; BCLXL inh: 4; Efflux pump inh: 0.0; GLD-1 RNA inh: -3; MCL1 BIM primary: 6; Fam108B counter: 4; PME-1 inh: -2; VLA-4 inh: 20; GRK2 inh: 6

Results for Cn1cc(C(=O)N2CCCCC2)c(=O)c2cc(S(=O)(=O)N3CCCC3)ccc21 ?
MEX-5 binding: 1.1; BCLXL inh: 2; Efflux pump inh: -0.1; GLD-1 RNA inh: 8; MCL1 BIM primary: -2; Fam108B counter: -1; PME-1 inh: -2; VLA-4 inh: 9; GRK2 inh: 0

Results for C/C(=N\NS(=O)(=O)c1ccc(C)c([N+](=O)[O-])c1)c1cccs1 ?
MEX-5 binding: 2.1; BCLXL inh: 3; Efflux pump inh: -0.3; GLD-1 RNA inh: 9; MCL1 BIM primary: 8; Fam108B counter: 7; PME-1 inh: -6; VLA-4 inh: 3; GRK2 inh: 3

How did CCN(C(=O)CSc1nc2ccccc2c(=O)n1CCOC)C1CCS(=O)(=O)C1 (stereo unspecified) do in these assays?
MEX-5 binding: 1.1; BCLXL inh: 2; Efflux pump inh: 0.2; GLD-1 RNA inh: 0; MCL1 BIM primary: 0; Fam108B counter: 3; PME-1 inh: -7; VLA-4 inh: 7; GRK2 inh: 3

Results for CC(C)n1nnnc1SCC(=O)NCc1ccco1 ?
MEX-5 binding: -2.6; BCLXL inh: 10; Efflux pump inh: -0.1; GLD-1 RNA inh: 10; MCL1 BIM primary: -5; Fam108B counter: 0; PME-1 inh: -13; VLA-4 inh: -6; GRK2 inh: 4

How did CCOCCCN(C(=O)Cn1nnc(-c2ccc(OC)c(OC)c2)n1)C(C(=O)NCC1CCCO1)c1ccc(F)cc1 (stereo unspecified) do in these assays?
MEX-5 binding: -0.3; BCLXL inh: 1; Efflux pump inh: 0.2; GLD-1 RNA inh: -1; MCL1 BIM primary: -2; Fam108B counter: 5; PME-1 inh: -1; VLA-4 inh: 9; GRK2 inh: 1

How did O=C(CSc1nc2[nH]ncc2c(=O)[nH]1)NCc1ccc(F)cc1 do in these assays?
MEX-5 binding: 1.5; BCLXL inh: 5; Efflux pump inh: -0.1; GLD-1 RNA inh: 5; MCL1 BIM primary: -1; Fam108B counter: -4; PME-1 inh: 2; VLA-4 inh: -11; GRK2 inh: 0

Results for CC(=O)NCCNc1nc2c(-c3cccc(C)c3)nnn2c2ccccc12 ?
MEX-5 binding: 0.1; BCLXL inh: -2; Efflux pump inh: 1.1; GLD-1 RNA inh: 0; MCL1 BIM primary: -10; Fam108B counter: 2; PME-1 inh: 6; VLA-4 inh: -26; GRK2 inh: 65*

What do the screens show for `COc1ccccc1NC(=O)c1c(C)cc(=O)oc1C`?
MEX-5 binding: -1.8; BCLXL inh: 2; Efflux pump inh: 0.0; GLD-1 RNA inh: -5; MCL1 BIM primary: 0; Fam108B counter: -3; PME-1 inh: 5; VLA-4 inh: 10; GRK2 inh: 0

What do the screens show for `O=C(Cn1ccccc1=S)c1ccc(Cl)c(Cl)c1`?
MEX-5 binding: 0.2; BCLXL inh: -10; Efflux pump inh: 0.1; GLD-1 RNA inh: 5; MCL1 BIM primary: -2; Fam108B counter: 1; PME-1 inh: 2; VLA-4 inh: 21; GRK2 inh: 0

Results for c1ccc(-c2noc(-c3ccco3)n2)nc1 ?
MEX-5 binding: -3.1; BCLXL inh: 5; Efflux pump inh: 0.0; GLD-1 RNA inh: 1; MCL1 BIM primary: -3; Fam108B counter: 1; PME-1 inh: -1; VLA-4 inh: -12; GRK2 inh: 0

Results for COC(=O)c1cc(=O)n(Cc2ccc(F)cc2)c(=NCc2ccc(F)cc2)s1 ?
MEX-5 binding: 0.4; BCLXL inh: 7; Efflux pump inh: 0.1; GLD-1 RNA inh: -1; MCL1 BIM primary: 8; Fam108B counter: -4; PME-1 inh: -2; VLA-4 inh: 9; GRK2 inh: 1

Results for COc1ccc(-n2c(Cc3cccn3C)nnc2SCC(=O)NCCc2ccccc2)cc1 ?
BCLXL inh: 2; Efflux pump inh: 6.7*; GLD-1 RNA inh: 3; MCL1 BIM primary: 1; Fam108B counter: -4; PME-1 inh: -8; VLA-4 inh: 11; GRK2 inh: 0
